Bioassay records as filed in PubChem BioAssay.
T cruzi intra – blocks T. cruzi growth inside host cells. intracellular Trypanosoma cruzi in host cells, plate reader. activity score (inhibition), % at 5.01 µM. actives 4.9% (n = 22,000); in the data active = activity score above about 55%; inconclusive = no clear call, values can overlap the other calls;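 note: parasites and compound incubated about four days before reading; 0% = median of neutral control wells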
INS-1E ATP HTS – preserves ATP levels in cytokine-treated INS-1E cells; actives 0.1% (n = 20,000); protection from cytokine-induced ATP loss, % at 10 µM; INS-1E cytokine-induced death, ATP luminescence, 48 h; normalised: neutral wells 0, positive control 100;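 active = mean replicate protection from cytokine-induced ATP loss at least 50% and at least 75% of replicates each reaching 50%; inconclusive = meets only one of the two criteria, mean or replicate share; inactive = fails both the mean and replicate share criteria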
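Test system: INS-1E rat cells | Quantity: 8000 cells per well | Medium: Phenol-red-free RPMI with 5% fetal bovine serum | Reagent: Cytokine cocktail of IFN-γ, TNF-α and IL-1β | Doses: One compound concentration, pin transfer | Timing: 48 h co-treatment, 10 min post-lysis read | Technique: Luminescent ATP assay (CellTiter-Glo)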
Active calls of the source: *; ? = inconclusive; / = not tested or not shown.

item	mol	T cruzi intra	INS-1E ATP HTS
1	C[C@@H]1CN([C@H](C)CO)C(=O)c2cccc(NC(=O)C3CC3)c2O[C@H]1CN(C)S(=O)(=O)c1cn(C)cn1	-13	12
2	C[C@H](CO)N1C[C@H](C)[C@@H](CN(C)C(=O)NC2CCCCC2)Oc2ccc(NC(=O)Nc3cccc4ccccc34)cc2C1=O	-6	-1
3	C[C@@H]1CN([C@@H](C)CO)C(=O)c2cccc(N(C)C)c2O[C@@H]1CN(C)C(=O)NC1CCCCC1	5	5
4	C[C@@H]1CN([C@@H](C)CO)C(=O)c2cccc(NC(=O)NC3CCCCC3)c2O[C@@H]1CN(C)C(=O)Nc1cccc2ccccc12	23	-8
5	Cc1ccc(S(=O)(=O)N(C)C[C@@H]2Oc3ccc(NC(=O)NC4CCCCC4)cc3CC(=O)N([C@H](C)CO)C[C@H]2C)cc1	-11	-3
6	C[C@@H]1CN([C@@H](C)CO)C(=O)Cc2cc(NS(=O)(=O)c3cn(C)cn3)ccc2O[C@@H]1CN(C)Cc1ccccc1	-48	20
7	Cc1ccc(S(=O)(=O)N(C)C[C@@H]2Oc3c(NC(=O)c4cnccn4)cccc3C(=O)N([C@@H](C)CO)C[C@H]2C)cc1	-9	6
8	O=C(NO)c1ccc(C(=O)N/N=C/c2ccccc2C(=O)O)cc1	-3	9
9	COc1ccc(CN(C)C[C@H]2Oc3ccc(NC(=O)Nc4c(C)noc4C)cc3CC(=O)N([C@H](C)CO)C[C@H]2C)cc1	-16	2
10	CC(C)NC(=O)N(C)C[C@H]1Oc2ccc(NS(=O)(=O)c3ccc(F)cc3)cc2CC(=O)N([C@H](C)CO)C[C@H]1C	-13	17
11	C[C@@H]1CCCCO[C@H](CN(C)Cc2ccccc2)[C@@H](C)CN([C@H](C)CO)C(=O)c2cc(NS(=O)(=O)c3cn(C)cn3)ccc2O1	1	7
12	Cc1noc(C)c1NC(=O)N(C)C[C@@H]1Oc2ccc(NS(=O)(=O)c3ccc(Cl)cc3)cc2C(=O)N([C@H](C)CO)C[C@@H]1C	-19	-5
13	C[C@@H]1CN([C@H](C)CO)C(=O)Cc2cc(NC(=O)c3ccncc3)ccc2O[C@@H]1CN(C)C(=O)Nc1cccc2ccccc12	-9	0
14	C[C@@H]1CN([C@H](C)CO)C(=O)c2cc(NS(C)(=O)=O)ccc2O[C@@H]1CN(C)Cc1ccccc1	7	11
15	C[C@@H]1CCCCO[C@H](CN(C)Cc2ccc(C(=O)O)cc2)[C@@H](C)CN([C@H](C)CO)C(=O)c2cc(NC(=O)CCC(F)(F)F)ccc2O1	-14	2
16	CC(C)NC(=O)Nc1ccc2c(c1)CC(=O)N([C@H](C)CO)C[C@@H](C)[C@H](CN(C)S(C)(=O)=O)O2	-3	12
17	C[C@@H]1CN([C@@H](C)CO)C(=O)Cc2cc(NC(=O)CCC(F)(F)F)ccc2O[C@@H]1CN(C)Cc1ccc(-c2ccccc2)cc1	3	-30
18	C[C@@H]1CN([C@H](C)CO)C(=O)Cc2cc(NC(=O)CCCCCC(=O)Nc3ccccc3N)ccc2O[C@@H]1CN(C)Cc1ccncc1	-28	8
19	C[C@@H]1CN([C@@H](C)CO)C(=O)c2cccc(NC(=O)c3ccncc3)c2O[C@@H]1CN(C)C(=O)Nc1cccc2ccccc12	-2	3
20	C[C@@H]1CN([C@@H](C)CO)C(=O)c2cc(NS(C)(=O)=O)ccc2O[C@H]1CN(C)C	-6	5
21	CC(C)NC(=O)Nc1ccc2c(c1)CC(=O)N([C@@H](C)CO)C[C@H](C)[C@H](CN(C)S(=O)(=O)c1cn(C)cn1)O2	-5	-5
22	C[C@H]1CN([C@@H](C)CO)C(=O)Cc2cc(NC(=O)Nc3ccc4c(c3)OCO4)ccc2O[C@H]1CN(C)C(=O)Nc1cccc2ccccc12	-10	5
23	C[C@H](CO)N1C[C@H](C)[C@H](CN(C)S(=O)(=O)c2cccc(F)c2)Oc2ncc(/C=C/c3ccccc3)cc2C1=O	?	/
24	C[C@@H]1CN([C@@H](C)CO)C(=O)CCCn2cc(nn2)CO[C@@H]1CN(C)C(=O)Nc1ccc(-c2cccs2)cc1	-50	/
25	COc1ccc(NC(=O)Nc2cccc3c2O[C@H](CN(C)Cc2ccc(Cl)c(Cl)c2)[C@H](C)CN([C@H](C)CO)C3=O)cc1	16	-36
26	C[C@@H]1CN([C@H](C)CO)C(=O)c2cc(NC(=O)CCCN(C)C)ccc2O[C@H]1CN(C)S(=O)(=O)c1ccc(Cl)cc1	-6	1
27	C[C@H](CO)N1C[C@H](C)[C@H](CN(C)S(C)(=O)=O)Oc2ccc(NC(=O)CCN3CCOCC3)cc2CC1=O	2	1
28	Cc1noc(C)c1S(=O)(=O)N(C)C[C@H]1Oc2c(NS(=O)(=O)c3ccc(F)cc3)cccc2C(=O)N([C@@H](C)CO)C[C@H]1C	6	12
29	C[C@H](CO)N1C[C@H](C)[C@@H](CN(C)S(=O)(=O)c2ccccc2)Oc2c(NC(=O)CCCCCC(=O)Nc3ccccc3N)cccc2C1=O	45	-9
30	COc1ccc(S(=O)(=O)N(C)C[C@H]2Oc3c(NC(=O)Nc4ccc(C(F)(F)F)cc4)cccc3C(=O)N([C@@H](C)CO)C[C@H]2C)cc1	67*	-102

Some of these compounds in order of formula weight, descending:
item	mol	T cruzi intra	INS-1E ATP HTS
22	C[C@H]1CN([C@@H](C)CO)C(=O)Cc2cc(NC(=O)Nc3ccc4c(c3)OCO4)ccc2O[C@H]1CN(C)C(=O)Nc1cccc2ccccc12	-10	5
4	C[C@@H]1CN([C@@H](C)CO)C(=O)c2cccc(NC(=O)NC3CCCCC3)c2O[C@@H]1CN(C)C(=O)Nc1cccc2ccccc12	23	-8
21	CC(C)NC(=O)Nc1ccc2c(c1)CC(=O)N([C@@H](C)CO)C[C@H](C)[C@H](CN(C)S(=O)(=O)c1cn(C)cn1)O2	-5	-5
8	O=C(NO)c1ccc(C(=O)N/N=C/c2ccccc2C(=O)O)cc1	-3	9

Continued:
item	mol	T cruzi intra	INS-1E ATP HTS
31	Cc1noc(C)c1S(=O)(=O)Nc1cccc2c1O[C@H](CN(C)Cc1ccc(-c3ccccc3)cc1)[C@H](C)CN([C@H](C)CO)C2=O	7	-13
32	C[C@@H]1CN([C@H](C)CO)C(=O)Cc2cc(NS(=O)(=O)c3cccs3)ccc2O[C@H]1CN(C)C(=O)Nc1ccc2c(c1)OCO2	-17	2
33	C[C@H]1CN([C@@H](C)CO)C(=O)c2cccc(NS(=O)(=O)c3ccccc3)c2O[C@@H]1CN(C)Cc1ccc(-c2ccccc2)cc1	1	-5
34	C[C@H](CO)N1C[C@H](C)[C@H](CN(C)Cc2ccccc2)Oc2c(NC(=O)Nc3ccc4c(c3)OCO4)cccc2C1=O	-7	-24
35	COc1ccc(S(=O)(=O)Nc2cccc3c2O[C@@H](CN(C)S(=O)(=O)c2ccc(OC)cc2)[C@H](C)CN([C@@H](C)CO)C3=O)cc1	13	8
36	COc1ccc(S(=O)(=O)Nc2cccc3c2O[C@H](CN(C)S(=O)(=O)c2cn(C)cn2)[C@@H](C)CN([C@H](C)CO)C3=O)cc1	-15	15
37	C[C@H](CO)N1C[C@H](C)[C@H](CN(C)C(=O)Nc2ccc(F)cc2)Oc2ccc(NC(=O)Cc3ccccc3)cc2CC1=O	-11	-2
38	C[C@@H]1CN([C@@H](C)CO)C(=O)c2cccc(NC(=O)Nc3ccc4c(c3)OCO4)c2O[C@H]1CN(C)Cc1ccc2c(c1)OCO2	16	-4
39	CC(C)NC(=O)Nc1cccc2c1O[C@H](CN(C)Cc1ccc(C(F)(F)F)cc1)[C@H](C)CN([C@@H](C)CO)C2=O	-2	-13
40	C[C@@H]1CN([C@@H](C)CO)C(=O)c2cccc(NS(=O)(=O)c3ccccc3)c2O[C@H]1CN(C)Cc1ccc(Cl)c(Cl)c1	-7	0
41	Cc1noc(C)c1S(=O)(=O)Nc1ccc2c(c1)C(=O)N([C@@H](C)CO)C[C@@H](C)[C@@H](CN(C)S(=O)(=O)c1ccc(Cl)cc1)O2	8	-6
42	C[C@H]1CN([C@@H](C)CO)C(=O)c2cccc(NC(=O)C3CC3)c2O[C@@H]1CN(C)CC1CCCCC1	28	-5
43	Cc1cc(C(=O)Nc2cccc3c2O[C@@H](CN(C)S(=O)(=O)c2c(C)noc2C)[C@@H](C)CN([C@H](C)CO)C3=O)n(C)n1	33	-1
44	C[C@H](CO)N1C[C@H](C)[C@H](CN(C)Cc2ccc(Cl)c(Cl)c2)Oc2ccc(NS(=O)(=O)c3ccc(F)cc3)cc2C1=O	8	-9
45	Cc1noc(C)c1NC(=O)Nc1cccc2c1O[C@H](CN(C)S(=O)(=O)c1ccc(Cl)cc1)[C@@H](C)CN([C@@H](C)CO)C2=O	-6	-2

Complete entries, quoted from the list.
Profile of C[C@H](CO)N1C[C@H](C)[C@H](CN(C)Cc2ccccc2)Oc2c(NC(=O)Nc3ccc4c(c3)OCO4)cccc2C1=O = T cruzi intra = -7; INS-1E ATP HTS = -24
Profile of C[C@@H]1CN([C@H](C)CO)C(=O)c2cc(NS(C)(=O)=O)ccc2O[C@@H]1CN(C)Cc1ccccc1 = T cruzi intra = 7; INS-1E ATP HTS = 11

Next compounds:
item	mol	T cruzi intra	INS-1E ATP HTS
46	C[C@H]1CN([C@@H](C)CO)C(=O)Cc2cc(NC(=O)Cc3ccccc3)ccc2O[C@@H]1CN(C)C(=O)NC1CCCCC1	-5	12
47	CN(CCO)c1ccc(/C=N/NC(=O)c2ccccn2)cc1	31	-12
48	C[C@@H]1CCCCO[C@H](CN(C)C(=O)Nc2ccc(C(F)(F)F)cc2)[C@@H](C)CN([C@H](C)CO)C(=O)c2cc(NC(=O)c3ccccc3)ccc2O1	59*	-8
49	C[C@@H]1CN([C@@H](C)CO)C(=O)c2cc(NS(=O)(=O)c3cn(C)cn3)ccc2O[C@H]1CN(C)C(=O)Nc1ccc(F)cc1	3	2
50	C[C@H](CO)N1C[C@H](C)[C@H](CN(C)Cc2ccc(Oc3ccccc3)cc2)Oc2c(NS(=O)(=O)c3cn(C)cn3)cccc2C1=O	-1	-1
51	CC(C)NC(=O)Nc1ccc2c(c1)CC(=O)N([C@H](C)CO)C[C@H](C)[C@H](CN(C)Cc1ccc(C(=O)O)cc1)O2	-12	4
52	C[C@H](CO)N1C[C@H](C)[C@@H](CN(C)Cc2ccc(C(=O)Nc3ccccc3N)cc2)Oc2ccc(NC(=O)Nc3ccc(C(F)(F)F)cc3)cc2C1=O	-11	-13
53	C[C@@H]1CN([C@H](C)CO)C(=O)Cc2cc(NS(=O)(=O)c3ccc(F)cc3)ccc2O[C@@H]1CN(C)C(=O)Nc1ccc2c(c1)OCO2	-6	-4
54	C[C@@H]1CN([C@H](C)CO)C(=O)CCCn2cc(nn2)CO[C@@H]1CN(C)C(=O)CCC(F)(F)F	-8	/
55	C[C@H](CO)N1C[C@H](C)[C@H](CN(C)C(=O)NC2CCCCC2)Oc2ncc(/C=C/c3ccccc3)cc2C1=O	43	/
56	COc1ccc(NC(=O)N(C)C[C@H]2Oc3ccc(NS(=O)(=O)c4ccc(Cl)cc4)cc3C(=O)N([C@H](C)CO)C[C@H]2C)cc1	8	1
57	C[C@H]1CN([C@@H](C)CO)C(=O)c2cc(NS(=O)(=O)c3ccccc3)ccc2O[C@H]1CN(C)C(=O)Nc1ccc(F)cc1	-8	/
58	C[C@H]1CN([C@@H](C)CO)C(=O)c2cccc(NS(=O)(=O)c3ccccc3)c2O[C@H]1CN(C)Cc1ccc(Cl)c(Cl)c1	18	-8
59	C[C@@H]1CCCCO[C@@H](CN(C)Cc2ccc(C(F)(F)F)cc2)[C@@H](C)CN([C@H](C)CO)C(=O)c2cc(NC(=O)CCCN(C)C)ccc2O1	/	-8
60	C[C@@H]1CN([C@@H](C)CO)C(=O)c2cc(NC(=O)C3CC3)ccc2O[C@H]1CN(C)Cc1ccc(C(F)(F)F)cc1	1	-13
61	C[C@@H]1CN([C@@H](C)CO)C(=O)Cc2cc(NC(=O)Nc3ccc4c(c3)OCO4)ccc2O[C@@H]1CN(C)S(C)(=O)=O	2	6
62	COC(=O)CCCCCCC(=O)N/N=C/c1ccc(N(C)CCO)cc1	22	1
63	COc1ccc(S(=O)(=O)Nc2cccc3c2O[C@H](CN(C)Cc2ccc(Cl)c(Cl)c2)[C@H](C)CN([C@@H](C)CO)C3=O)cc1	33	-29
64	Cc1noc(C)c1NC(=O)N(C)C[C@@H]1Oc2c(cccc2N(C)C)C(=O)N([C@H](C)CO)C[C@@H]1C	-21	5
65	C[C@@H]1CN([C@H](C)CO)C(=O)Cc2cc(NC(=O)Nc3ccccc3)ccc2O[C@H]1CN(C)S(C)(=O)=O	-10	6
66	C[C@H]1CN([C@@H](C)CO)C(=O)Cc2cc(NC(=O)Nc3ccccc3)ccc2O[C@@H]1CN(C)S(=O)(=O)c1ccccc1	-16	8
67	CC(C)NC(=O)N(C)C[C@H]1Oc2ccc(NC(=O)Nc3ccccc3)cc2CC(=O)N([C@@H](C)CO)C[C@H]1C	-13	7
68	C[C@@H]1CN([C@H](C)CO)C(=O)c2cccc(NC(=O)C3CCOCC3)c2O[C@H]1CN(C)S(=O)(=O)c1ccc(F)cc1	-1	4

These rows are one share of the data (hit frequency here may not be typical).
